NRP1-CendR mod: NRP-1/CendR interaction modulation; actives 0.85% (n = 360,000); O14786; inhibition, % at 25 µM; FAM-RPARPAR peptide binding to NRP-1, fluorescence polarization;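 active = inhibition or corrected inhibition above about 18%, plus a signal ratio from 0.5 to 1.5, limit read from the data, passing the limit was not always enough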; also: strong numbers were not always called active
Neddyl block: inhibitors of human cullin neddylation | TR-FRET cullin neddylation, biochemical | actives 0.58% (n = 360,000) | calls only at 25 µM; in the data active = inhibition above about 36%
MT1-MMP act inh: blocks activation of human MT1-MMP | HT1080 RFP-PRO-GFP cells, GFP/RFP ratio fluorescence, overnight; percent of plate control window, DMSO zero | GFP/RFP ratio change, % at 20 µM | actives 0.061% (n = 360,000) | AID 651647;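 active = GFP/RFP ratio change of at least 30% with cell ATP level not reduced by more than half and red fluorescence within 50% of control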; also: strong numbers were not always called active
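Assay system: HT1080 RFP-PRO-GFP cells. Benchmarks: DMSO vehicle wells and RFP-L50D-GFP reporter cell wells. Times: overnight cell settling, then overnight compound exposure, 37 °C, 5% CO2. Compound: 20 µM single dose, 1% DMSO. Read-out basis: GFP/RFP fluorescence ratio.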
MsrA inh: inhibits bovine methionine sulfoxide reductase A. purified bovine MsrA, absorbance read-out. inhibition, % at 15.5 µM. actives 0.75% (n = 360,000). AID 651718; in the data active = inhibition above about 4.5%;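 also: 0% = vehicle wells with enzyme and 100% = reference inhibitor wells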
FAS-TE inh: inhibitors of human fatty acid synthase thioesterase domain; P49327; recombinant FAS-TE, OMFH fluorogenic substrate, fluorescence endpoint; inhibition, % at 15 µM; actives 0.67% (n = 360,000);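 active = compounds whose normalised, plate-corrected inhibition of enzyme fluorescence in the single-dose primary screen is 50% or more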;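 also: 0% = DMSO with enzyme and 100% = substrate without enzyme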
E coli Lon inh: inhibitors of E. coli Lon protease. P0A9M0. purified E. coli Lon protease, fluorescence polarization. inhibition, % at 7.94 µM. actives 0.42% (n = 360,000); in the data active = inhibition above about 13%, passing the limit was not always enough;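 also: 0% = enzyme with probe and DMSO and 100% = no enzyme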
Rin1 Abl inh: blocks binding of human Rin1 to Abl; P00519+Q13671; TR-FRET Rin1/Abl binding, biochemical; inhibition, % at 7.35 µM; actives 0.4% (n = 360,000); in the data active = inhibition above about 5%, passing the limit was not always enough
Target sequence (P00519 whole entry, looked up): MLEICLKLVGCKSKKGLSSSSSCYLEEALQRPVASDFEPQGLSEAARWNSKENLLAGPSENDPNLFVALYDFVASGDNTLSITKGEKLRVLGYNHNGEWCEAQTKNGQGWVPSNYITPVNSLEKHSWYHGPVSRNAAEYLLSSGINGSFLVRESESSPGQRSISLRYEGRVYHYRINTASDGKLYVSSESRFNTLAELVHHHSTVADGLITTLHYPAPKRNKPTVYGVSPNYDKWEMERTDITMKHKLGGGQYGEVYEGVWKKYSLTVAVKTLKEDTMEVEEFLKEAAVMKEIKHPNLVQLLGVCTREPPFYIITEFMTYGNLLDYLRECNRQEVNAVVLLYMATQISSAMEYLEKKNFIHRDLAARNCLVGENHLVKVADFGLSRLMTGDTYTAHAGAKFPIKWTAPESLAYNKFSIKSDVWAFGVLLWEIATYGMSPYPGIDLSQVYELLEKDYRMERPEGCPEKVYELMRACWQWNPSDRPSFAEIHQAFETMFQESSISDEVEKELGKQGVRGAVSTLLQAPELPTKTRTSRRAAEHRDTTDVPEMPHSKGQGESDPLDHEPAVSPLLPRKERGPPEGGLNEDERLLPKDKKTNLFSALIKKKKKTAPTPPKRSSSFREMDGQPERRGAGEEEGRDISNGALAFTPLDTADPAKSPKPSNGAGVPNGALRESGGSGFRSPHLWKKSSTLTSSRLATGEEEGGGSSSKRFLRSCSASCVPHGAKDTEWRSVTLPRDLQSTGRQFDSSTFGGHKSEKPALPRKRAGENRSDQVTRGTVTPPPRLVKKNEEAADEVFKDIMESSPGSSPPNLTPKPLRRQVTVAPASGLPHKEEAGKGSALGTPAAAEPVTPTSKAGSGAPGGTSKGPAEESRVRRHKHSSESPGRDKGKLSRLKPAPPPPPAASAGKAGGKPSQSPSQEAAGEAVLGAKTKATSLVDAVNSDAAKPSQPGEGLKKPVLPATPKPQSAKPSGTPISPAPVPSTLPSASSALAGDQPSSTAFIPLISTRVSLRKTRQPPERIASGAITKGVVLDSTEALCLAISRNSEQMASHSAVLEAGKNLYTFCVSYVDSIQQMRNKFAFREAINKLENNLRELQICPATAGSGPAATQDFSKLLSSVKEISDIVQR
Target sequence (Q13671 whole entry, looked up): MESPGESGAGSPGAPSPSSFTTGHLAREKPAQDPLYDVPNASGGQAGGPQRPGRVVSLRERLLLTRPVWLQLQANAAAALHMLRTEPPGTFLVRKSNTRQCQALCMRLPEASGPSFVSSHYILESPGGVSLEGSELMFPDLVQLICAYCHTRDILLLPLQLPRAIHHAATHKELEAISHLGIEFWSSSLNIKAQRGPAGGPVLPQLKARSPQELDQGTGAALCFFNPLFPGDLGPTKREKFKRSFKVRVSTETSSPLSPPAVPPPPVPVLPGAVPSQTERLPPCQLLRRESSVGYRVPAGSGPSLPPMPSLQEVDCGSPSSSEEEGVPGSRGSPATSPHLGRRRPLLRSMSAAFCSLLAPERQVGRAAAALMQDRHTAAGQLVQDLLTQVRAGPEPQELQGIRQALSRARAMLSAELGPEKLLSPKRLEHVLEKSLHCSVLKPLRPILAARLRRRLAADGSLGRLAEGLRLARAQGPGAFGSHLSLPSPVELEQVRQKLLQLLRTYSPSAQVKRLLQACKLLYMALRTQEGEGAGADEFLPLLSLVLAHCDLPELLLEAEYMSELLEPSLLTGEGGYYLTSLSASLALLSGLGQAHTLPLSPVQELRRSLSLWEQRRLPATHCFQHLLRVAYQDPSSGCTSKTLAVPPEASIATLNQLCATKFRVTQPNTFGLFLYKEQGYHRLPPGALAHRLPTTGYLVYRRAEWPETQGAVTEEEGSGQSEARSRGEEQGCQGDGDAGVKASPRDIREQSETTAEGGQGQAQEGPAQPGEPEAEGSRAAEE
SKN-1 block: C. elegans SKN-1 inhibition; inhibition, % at 21.8 µM; C. elegans VP596 Pgst-4::GFP/RFP ratio, acrylamide-induced, 24 h; actives 0.49% (n = 360,000); AID 624304;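 active = interference check ratio from 0.5 to 1.5 plus GFP to RFP signal ratio inhibition reaching or exceeding a fixed threshold, cut at about 30% in these data, passing the limit was not always enough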; also: some compounds called inactive have numbers as strong as hits
MsrA act: activates bovine MsrA enzyme. purified bovine MsrA, absorbance read-out. activation, % at 10.6 µM. actives 0.3% (n = 360,000); in the data active = activation above about 7.5%;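 also: 0% = vehicle and 100% = reference activator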
Starred values were filed as active, the others as inactive; i = inactive; / = no result given; & = joins results of further samples.

item	compound	MT1-MMP act inh	Neddyl block	MsrA inh	FAS-TE inh	SKN-1 block
1	O=C(Cc1ccc(F)cc1)NC(Cc1c[nH]c2ccccc12)C(=O)O (configuration not stated)	4	i	2.1	2	16
2	CCn1c(SCC(N)=O)nc2ccccc2c1=O	-2	i	0.2	-4	4
3	CC(C)CN(C(=O)CCC(=O)OC(C)C(=O)Nc1cccc(C#N)c1)c1c(N)n(CC(C)C)c(=O)[nH]c1=O (configuration not stated)	-4	i	-0.6	-4	4
4	O=C(c1cc2sccc2n1Cc1ccccc1)N1CCN(c2nc3ccccc3s2)CC1	9	i	2.4	22	6
5	O=C(Nc1nc(-c2ccc3c(c2)OCCO3)cs1)c1ccc(Br)o1	-3	i	0.2	15	18
6	Cc1ccc(N2CC(=O)N(NC(=O)CN3CCN(c4ccccc4)CC3)CC2=O)cc1	5	i	-1.0	-6	-3
7	Cn1c(=O)c2c(nc(NCc3ccco3)n2Cc2ccc(Cl)cc2Cl)n(C)c1=O	-2	i	1.5	11	-9
8	CCOC(=O)C(Cc1ccccc1)C(=O)Nc1cccc2ccccc12 (configuration not stated)	-1	i	0.1	7	-1

item	NRP1-CendR mod	Rin1 Abl inh	MsrA act	E coli Lon inh
1	1	0	-1	-2
2	-5	0	1	1
3	4	2	1	-10
4	-2	2	-7	-6
5	-27	-2	-8	-5
6	14	-4	-5	0
7	-17	-1	-2	-9
8	17	-1	-2	-4

Overlap with the part before: 4 entries, followed by the next part.
item	compound	MT1-MMP act inh	Neddyl block	MsrA inh	FAS-TE inh	SKN-1 block
5	O=C(Nc1nc(-c2ccc3c(c2)OCCO3)cs1)c1ccc(Br)o1	-3	i	0.2	15	18
6	Cc1ccc(N2CC(=O)N(NC(=O)CN3CCN(c4ccccc4)CC3)CC2=O)cc1	5	i	-1.0	-6	-3
7	Cn1c(=O)c2c(nc(NCc3ccco3)n2Cc2ccc(Cl)cc2Cl)n(C)c1=O	-2	i	1.5	11	-9
8	CCOC(=O)C(Cc1ccccc1)C(=O)Nc1cccc2ccccc12 (configuration not stated)	-1	i	0.1	7	-1
9	COc1ccc(Nc2cc(=O)n(-c3ccccc3)c3c2c(=O)n(C)c(=O)n3C)cc1	18	i	-1.3	-1	6
10	C[n+]1c2cc(N)ccc2cc2ccc(N)cc21	-100&-91	i	0.2&-0.8	-150&-152	-43
11	COc1ccc(CCNc2ncnc3nc[nH]c23)cc1OC	2	i	0.0	-9	-5
12	O=C(OCC(=O)N1CCN(C(=O)c2ccco2)CC1)c1cn(-c2ccccc2)nc1-c1ccccc1	4	i	-0.4	9	-3
13	OCCNc1ncnc2c1ncn2[C@H]1CN(Cc2cccs2)C[C@@H](CO)O1	2	i	0.5	-6	8
14	O=c1[nH]c(C(F)(F)F)nc2ccc3ccccc3c12	5	i	1.2	-4	-10
15	CC(=O)C1(O)CCC2C3CC(C)C4=CC(=O)C=CC4(C)C3(F)C(O)CC21C (configuration not stated)	-3	i	-0.7	-4	12
16	Cc1cc(OCC(=O)Nc2ccc(N3CCCC3)cc2)cc(C)c1Cl	6	i	1.6	-29	23

item	NRP1-CendR mod	Rin1 Abl inh	MsrA act	E coli Lon inh
5	-27	-2	-8	-5
6	14	-4	-5	0
7	-17	-1	-2	-9
8	17	-1	-2	-4
9	7	-1	0	-13
10	143&142	-192&-193	-1&-3	-10&-77
11	4	5	1	5
12	-2	-3	0	-2
13	-3	4	-1	-6
14	0	2	3	11
15	-4	6	-3	-10
16	-12	0	-6	-7

The list continues.
item	compound	MT1-MMP act inh	Neddyl block	MsrA inh	FAS-TE inh	SKN-1 block
17	CSc1ccc(Cl)c(C(=O)OCC(=O)NCC(C)C)c1	-2	i	0.6	-6	-5
18	CC(Sc1nnc(NC2CC2)s1)C(=O)Nc1ccc(N2CCOCC2)cc1 (configuration not stated)	0	i	1.1	-6	-22
19	CCOC(=O)c1[nH]c(C)c(C(=O)OCC(=O)N2CC(=O)Nc3ccccc32)c1C	3	i	0.3	-8	7
20	CCC(CO)Oc1cc(NCc2cccc(F)c2)c2ncn(C(C)C)c2c1 (configuration not stated)	0	i	0.2	-4	13
21	O=C1NC[C@H](CCCCN2CCN(CCc3ccccc3)C(=O)C2=O)N(CC2CCCCC2)C1=O	3	i	0.1	-12	-23
22	CCN(C(=O)CN1C(=O)S/C(=C\C=C\c2ccccc2)C1=O)C1CCS(=O)(=O)C1 (configuration not stated)	-5	i	4.6*	15	19
23	Cc1cccc(CCNC(=O)Cn2ncc3c([nH]c4ccc(C)cc43)c2=O)c1	5	i	-0.8	-8	13
24	CCOc1ccc(NC(=O)C(=O)N/N=C\c2ccc(CNS(=O)(=O)c3ccccc3)o2)cc1	3	i	-0.7	-9	16

item	NRP1-CendR mod	Rin1 Abl inh	MsrA act	E coli Lon inh
17	24	-3	-13	-15
18	8	1	1	3
19	9	-3	-1	-4
20	-7	1	-8	13
21	-1	/	0	-3
22	-7	-1	-6	8
23	-6	4	-13	10
24	-11	-3	-4	10

Other entries:
item	compound	MT1-MMP act inh	Neddyl block	MsrA inh	FAS-TE inh	SKN-1 block
25	COc1ccc(Cl)cc1NC(=O)Nn1cnnc1	8	i	0.6	-15	-7
26	CCn1c2ccccc2nc2cc3c(cc21)c(Cl)c(=O)c1ccccc13	36*	i	-0.2	-2	10
27	COC(C(=O)Nc1ccc(NC(=O)C(OC)c2ccccc2)cc1)c1ccccc1 (configuration not stated)	1	i	-0.7	0	14
28	COc1ccccc1CNC(=O)C(=O)NCC1OCCN1S(=O)(=O)c1ccccc1 (configuration not stated)	3	i	0.0	-1	10
29	O=C(COc1ccccc1)N(Cc1ccccc1)c1nc(-c2ccccc2)cs1	0	i	-0.3	18	19
30	C=C1c2ccccc2S(=O)(=O)N(Cc2ccccc2)C1COCc1ccccc1 (configuration not stated)	-3	i	-0.6	19	5
31	NNC(=O)CCc1ccc(S(=O)(=O)N2CCOCC2)cc1	-3	i	/	-6	-4
32	CC(C)(C)NC(=O)C(c1ccco1)N(Cc1ccc2c(c1)OCO2)C(=O)c1snc(C(N)=O)c1N (configuration not stated)	-4	i	0.4	2	-3

item	NRP1-CendR mod	Rin1 Abl inh	MsrA act	E coli Lon inh
25	11	-2	-9	5
26	7	-3	1	5
27	1	0	0	-5
28	-10	-1	0	-1
29	-11	0	-1	1
30	28*	4	0	3
31	0	-2	-1	-4
32	5	-4	-1	0

Additional structures follow.
item	compound	MT1-MMP act inh	Neddyl block	MsrA inh	FAS-TE inh	SKN-1 block
33	COc1ccccc1NS(=O)(=O)c1ccc(O)c(C(=O)OCC(=O)N2c3ccccc3CC2C)c1 (configuration not stated)	-4	i	-0.3	22	-5
34	CCN(CC(=O)NC1CCS(=O)(=O)C1)S(=O)(=O)c1ccccc1 (configuration not stated)	1	i	0.3	-15	0
35	Cc1cc(C)n(-c2cc(C(C)(C)C)nc3c(-c4ccc(Cl)cc4)cnn23)n1	0	i	0.4	31	4
36	COc1ccc(NC(=O)CSc2nnc(-c3ccco3)n2C)cc1	0	i	-0.2	-1	-10
37	Cc1[nH]nc(SCC(=O)N2CCCCCC2)c1[N+](=O)[O-]	0	i	1.4	5	15
38	COc1ccc(C2COc3cc(O)ccc3C2)c(OC)c1O (configuration not stated)	0	i	0.6	-2	-5
39	CC1CN(C(=S)Nc2ccc(S(N)(=O)=O)cc2)CC(C)O1 (configuration not stated)	0	i	0.9	-5	-5
40	Cn1c(=O)c2c(nc(SCC(=O)O)n2Cc2cc3c(cc2Cl)OCO3)n(C)c1=O	1	i	0.5	-10	-6

item	NRP1-CendR mod	Rin1 Abl inh	MsrA act	E coli Lon inh
33	7	-2	-1	2
34	2	-2	-6	0
35	-8	4	-3	-5
36	-10	-5	-2	-3
37	3	-1	-4	2
38	10	2	-7	-5
39	0	2	-5	7
40	2	-6	-10	-2

More structures.
item	compound	MT1-MMP act inh	Neddyl block	MsrA inh	FAS-TE inh	SKN-1 block
41	Cc1ccc2c(c1)nnn2C1CCN(CC(=O)Nc2ccc(F)cc2)CC1	4	i	-1.0	1	7
42	CS(=O)(=O)N1Cc2cc(C(=O)NCC3CC3)nc(-c3cccc(-c4cccnc4)c3)c2[C@@H]1CCO	-2	i	0.2	-5	-1
43	CCOC(=O)CN(C(=O)CSc1nnc(-c2ccc(OC)c(OC)c2)o1)c1ccccc1	0	i	0.4	0	-6
44	O=C(NC1CCN(S(=O)(=O)c2ccccc2)CC1)c1cccc(F)c1	1	i	-0.8	1	24
45	CN1CCN(C(c2ccc(F)cc2)c2ccc3cccnc3c2O)CC1 (configuration not stated)	2	i	/	-8	24
46	CCOC(=O)C1=C(c2ccccc2)Nc2ncnn2C1c1ccc(OC)c(OC)c1OC (configuration not stated)	-2	i	1.2	-1	8
47	CC(=O)c1cccc(Nc2c3c(nc4ccccc24)CCC3)c1	-5	i	3.8	4	2
48	CC(=O)OC(C(=O)NCS(=O)(=O)c1ccc(C)cc1)c1cccnc1 (configuration not stated)	-4	i	0.3	-19	-14

item	NRP1-CendR mod	Rin1 Abl inh	MsrA act	E coli Lon inh
41	-3	-3	2	-2
42	11	/	3	-7
43	31*	1	0	-3
44	11	1	-3	-1
45	9	-2	-2	26*
46	-1	-1	-1	4
47	-1	1	-5	-3
48	-1	0	-10	-2

Later entries
item	compound	MT1-MMP act inh	Neddyl block	MsrA inh	FAS-TE inh	SKN-1 block
49	COc1ccccc1CNc1nc(-c2ccccc2CO)c2sccc2n1	-6	/	0.1	13	-10
50	CCOC(=O)C1CN(S(=O)(=O)c2ccc(F)cc2)C1	4	i	-1.4	1	-3
51	COc1ccc(NC(=O)c2cncn2-c2ccccc2)cc1	0	i	-0.3	-5	-1
52	Cc1noc(N)c1C1(O)C(=O)Nc2c(Cl)cc(Cl)cc21 (configuration not stated)	0	i	0.7	-5	-7
53	CCn1c(=O)cc(SCC(=O)N2CCN(C)CC2)c2ccccc21	5	i	0.5	-1	-8
54	CCc1cccc(NC(=O)c2ccc(Br)o2)c1	-5	i	0.3	4	-1
55	Cc1ccc(-n2ncc3c(=O)[nH]c(SCC(=O)N4CCC(C)CC4)nc32)cc1C	-2	i	0.9	-2	-9
56	CCn1cc(C(=O)O)c(=O)c2cnc(N3CCN(C(=S)NC(=O)c4ccc(Cl)cc4Cl)CC3)nc21	-3	i	0.9	-4	7
57	CCN1CCN(C(c2ccc(C(F)(F)F)cc2)c2ccc3cccnc3c2O)CC1 (configuration not stated)	7	i	-1.3	4	-7
58	Cc1ccc2c(c1)N(CC(=O)N1CCCCC1C)C(=O)CO2 (configuration not stated)	3	i	0.9	-6	17

item	NRP1-CendR mod	Rin1 Abl inh	MsrA act	E coli Lon inh
49	6	-19	-2	0
50	8	2	-6	1
51	0	2	-1	0
52	0	-3	-2	0
53	8	-34	-7	7
54	-6	0	-5	-5
55	-9	2	-6	2
56	3	1	-4	3
57	9	2	-1	-8
58	6	2	-2	0
